High-throughput results: PubChem BioAssay, Broad Institute
PGC1a acetyl inh: lowers PGC1a acetylation signal in U2OS cells. AID 651687. inhibition, % at 15.6 µM. actives 0.17% (n = 350,000). AlphaScreen anti-acetyl-lysine; with virally co-expressed GCN5 acetyltransferase;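 active means every replicate shows inhibition of at least 40%; inconclusive means mean inhibition at least 40% but some replicate below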;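 further: 0% = neutral control wells and 100% = positive control wells; some results beyond the cut were filed as inactive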
Statin myotox sup: protects C2C12 myotubes from simvastatin toxicity; ATP luminescence, 48 h; scaled: DMSO 0, geranylgeraniol control 100; rescue of ATP level, % at 7.49 µM; actives 0.78% (n = 330,000);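 active means mean ATP rescue above about 67%, or every replicate alone reaching that limit, limit read from the data, passing the limit was not always enough; inconclusive means no clear call, values can overlap the other calls; inactive means mean under the limit and some replicate under it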;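 further: myotubes were challenged with 10 µM simvastatin during compound exposure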
Cneo AK release: Cryptococcus neoformans lysis via adenylate kinase release; C. neoformans lysis, adenylate kinase release luminescence, 4 h; normalised: neutral wells 0, clomiphene wells 100; lysis activity, % at 15 µM; actives 0.2% (n = 360,000); AID 651654;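 active means mean lysis activity across replicates of at least 80%, whatever share of replicates individually reach that level; inactive means mean lysis activity below 80%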
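Signal: Adenylate kinase release luminescence | Assay system: Log-phase Cryptococcus neoformans yeast cells | Input: Cells at 5 × 10^6 per mL | Buffer or medium: Fresh YPD growth medium | Compound: Single dose | Schedule: Static 4 h at 37 °C with compound, 1 h detection | Controls: Clomiphene | Read-out: Luminescence rise reflecting yeast cell lysis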
Starred values were filed as active, the others as inactive; ? = inconclusive. An excerpt, so the mix of outcomes need not match the whole.

Values run as follows: PGC1a acetyl inh, Statin myotox sup, Cneo AK release
COc1ccc(NC(=O)C2CCCO2)cc1Cl (centres undefined)
→ -2.2, -4.6, -0.5
O=C(NCc1ccco1)c1c2c(nc3ccccc13)CCC2
→ 8.1, 12.9, 0.7
O=C(CN1CCc2ccccc2C1)c1cccs1
→ -1.7, ?, -1.4
COC(=O)c1cc2sccc2n1Cc1nc(-c2ccc(OC)cc2)oc1C
→ -4.3, 31.4, -3.9
O=C(Cc1ccc(Cl)cc1)N1CCN(C(=O)c2ccco2)CC1
→ -21.2, 9.1, -0.6
O=C(/C=C/c1ccccc1)CC(O)(c1ccccc1)C(F)(F)F (centres undefined)
→ ?, 4.1, 2.2
CCOC(=O)C(=O)/C(=C\N(C)C)c1onc(-c2c(Cl)cccc2Cl)c1C(=O)OC
→ 10.4, 84.8*, -0.2
Cc1ncc(CO)c2cc(C(N)=O)c(=Nc3ccccc3)oc12
→ -5.0, 10.0, -0.9
COc1ccc(/C=C/c2ccncc2)cc1
→ 3.3, 11.9, 4.5
O=C(Nc1ccccc1-c1ccccc1)C1CCCN(c2ncccn2)C1 (centres undefined)
→ -0.7, 5.7, 2.2
Oc1cc2c(cc1CN1CCN(c3cccc(C(F)(F)F)c3)CC1)CCC2
→ 8.8, -36.4, 2.1
CCOc1cc2c(cc1OC)C(NC(=O)C(F)(F)F)CC2=O (centres undefined)
→ -19.9, 10.4, -1.7
COc1cc(/C=N\Nc2nc3ccccc3[nH]2)cc(OC)c1OC
→ -0.7, -27.0, -2.1
Cc1ccc2nc(-c3ccc(NC(=O)CN4CCN(C(=O)c5ccco5)CC4)cc3)sc2c1
→ -9.7, 5.8, 1.7
O=C1c2ccccc2S(=O)(=O)N1Cc1nnc(-c2ccccc2Br)o1
→ 10.1, -9.9, 0.9
CC(=O)N1CCc2cc(S(=O)(=O)NC(CC(C)C)C(=O)N3CCc4ccccc4C3)ccc21 (centres undefined)
→ 7.7, -1.9, -4.2
Cc1c(C(=O)N2CCCCC2)oc2ccc(S(=O)(=O)N3CC(C)CC(C)C3)cc12 (centres undefined)
→ -21.7, 24.8, -3.8
C[C@H](NC(=O)OC(C)(C)C)c1nnc(SCC(=O)Nc2ccc(Br)cc2)o1
→ 9.8, -9.8, -1.9
Cc1cc2cc(CNC(=O)c3ccc4c(c3)OCO4)ccc2n1C
→ -5.0, 3.3, 0.5
Cc1c(-c2ccccc2)nc2ccccc2c1C(=O)Oc1ccc([N+](=O)[O-])cc1
→ -1.0, 6.6, 3.9
CC1Cc2ccccc2N1C(=O)CCNS(=O)(=O)c1ccc2c(c1)CCC(=O)N2 (centres undefined)
→ 8.9, -14.1, -2.9
COc1ccc2nc(N3CCOCC3)cc(C)c2c1
→ 5.7, 0.0, -6.1
N#CC1=C(N)NC(SCc2ccc(Br)cc2)=C(C#N)C12CCCCC2
→ -5.7, -11.1, -0.7
Cc1cc(C)cc(OCC(=O)Nc2ccccc2N2CCCCC2)c1
→ 8.5, 3.9, -2.9
CCOC(=O)C1=NN(c2ccccc2)C2(S1)SC(C(C)=O)=C(C)N2c1ccccc1 (centres undefined)
→ 6.4, 3.9, 4.8
CC(C)C[C@@H](CO)N(Cc1ccccc1)S(=O)(=O)N(Cc1ccccc1)[C@@H](CO)CC(C)C
→ -18.2, -3.9, -5.2
CN1CCN(C2=C(Cl)C(=O)N(CCc3ccccc3)C2=O)CC1
→ ?, -13.2, -3.6
CCN1CCc2nc(NC(=O)CC(c3ccccc3)c3ccccc3)sc2C1
→ 27.5, -1.8, 2.6
COC(=O)Cc1ccc(NC(=O)c2ccc(C)c(C)c2)cc1
→ -6.0, -6.2, -2.2
O=C(COC(=O)c1n[nH]c2ccccc12)NC(=O)NC12CC3CC(CC(C3)C1)C2
→ -20.6, 5.4, 6.8
Cc1cc(C(=O)OCC(=O)Nc2ccc(S(=O)(=O)N3CCOCC3)cc2)c(C)o1
→ 9.5, -8.0, -3.8
Cc1cccc(OC(=O)c2cccnc2)c1
→ -3.9, -2.2, -0.5
CN(C)CCCNc1oc(-c2ccc(Cl)cc2)nc1C#N
→ -21.6, -10.0, 0.7
Cc1ccc(-n2nnnc2SCC(=O)Nc2cccc(NC(=O)c3ccco3)c2)cc1C
→ 3.6, 6.9, 1.4
Cc1ccc(N2CC(C(=O)Nc3cc(C)on3)CC2=O)cc1 (centres undefined)
→ 7.9, 10.1, -2.1
Cc1cc(F)c(F)c(C(=O)N2CCN(C)CC2)c1Cl
→ 12.4, 19.1, -0.9
COC(=O)c1cn(NC(=O)CCC2CCCC2)c(=O)c2ccccc12
→ -11.0, 4.4, 0.5
CCOC(=O)c1c(C)[nH]c(C(=O)COC(=O)c2ccccn2)c1C
→ -1.9, -4.9, -1.9
CCc1cccc2c(C(=O)Cn3nnc(-c4ccc(OC)c(OC)c4)n3)c[nH]c12
→ -22.6, 2.2, 1.7
CCn1c(SCc2nc3sc(C(=O)O)c(C)c3c(=O)[nH]2)nc2ccccc21
→ 4.8, -6.1, -2.1

(listing goes on)
Structure	PGC1a acetyl inh	Statin myotox sup	Cneo AK release
COC(=O)c1[nH]c2ccc(C)cc2c1NC(=O)CN1CCN(C(=O)c2ccccc2)CC1	-6.4	96.3*	0.7
CCOc1ccccc1OCCn1nnc2ccccc21	-53.2	-3.0	-1.7
Clc1ccc(CSc2nnc(CN3CCOCC3)n2-c2ccccc2)cc1Cl	-3.2	-3.9	-0.2
C/C(CC(=O)Nc1ccccn1)=N\NC(=O)Cc1cccc2ccccc12	5.5	27.8	3.0
Cc1ccc(CN2CC(C(=O)Nc3ccc(S(=O)(=O)Nc4cc(C)nc(C)n4)cc3)CC2=O)cc1 (centres undefined)	-13.3	-3.8	0.4
CCOc1ccc(NC(=O)c2ccccc2NS(C)(=O)=O)cc1	1.6	10.4	1.6
COc1ccc(-c2cn3c(C)c(C(=O)Nc4cccc(NC(C)=O)c4)sc3n2)cc1	1.4	-17.9	-1.9
NC1=NC2(CCC(c3ccccc3)CC2)n2c(nc3ccccc32)N1 (centres undefined)	-3.2	0.6	-0.2
O=C(CSc1nnc(-c2ccc(Br)o2)n1Cc1ccccc1)c1ccccc1F	6.8	16.8	-2.3
O=S(=O)(c1ccc(OCC(O)CN2CCN(c3ccc(F)cc3)CC2)cc1)N1CCOCC1 (centres undefined)	-0.9	14.0	0.5
C=CCn1c(SCc2cc(=O)n3ccsc3n2)nnc1C1CCCCC1	0.7	10.3	-0.6
O=C(NC1(C(F)(F)F)C(=O)Nc2c1c(=O)[nH]c(=O)n2-c1ccccc1)c1cccnc1 (centres undefined)	1.5	2.2	-0.2
CN(C)CCSc1nnc(-c2ccccc2)o1	4.5	9.0	-0.5
C=CCn1c(NC(=O)c2ccc(C)cc2)c(C#N)sc1=N	2.6	14.2	-0.2
CSc1ccc(S(=O)(=O)NCCCOC(C)C)cc1	18.9	0.2	0.2

Entries of single compounds, looked up by structure.
COc1cc(/C=N\Nc2nc3ccccc3[nH]2)cc(OC)c1OC is listed with PGC1a acetyl inh = -0.7; Statin myotox sup = -27.0; Cneo AK release = -2.1
COc1ccc(-c2cn3c(C)c(C(=O)Nc4cccc(NC(C)=O)c4)sc3n2)cc1 is listed with PGC1a acetyl inh = 1.4; Statin myotox sup = -17.9; Cneo AK release = -1.9

New compounds follow.
Structure	PGC1a acetyl inh	Statin myotox sup	Cneo AK release
Cc1ccc(OCc2ccc(C(=O)N3CCOCC3)cc2)cc1C	-5.6	-4.5	-9.0
Cc1cc(C)c(S(=O)(=O)N2CCN=C2c2ccccc2)cc1C	-4.6	98.8*	1.2
O=C(COC(=O)c1ccc(NS(=O)(=O)c2ccc3c(c2)OCCO3)cc1)NCC1CCCO1 (centres undefined)	5.6	0.3	-0.1
COc1ccc(NC(=O)c2cccc(NC(=O)C3C4CC5OC(=O)C3C5C4)c2)c(OC)c1 (centres undefined)	2.6	-6.6	17.4
FC(F)(F)c1cc(C(F)(F)F)c2ccc(N3CCN(c4ccccc4)CC3)nc2n1	21.6	-7.6	1.6
O=C1CCC(=O)N1CN(Cc1ccco1)CN1C(=O)CCC1=O	-3.0	-9.3	-0.1
Cc1ccc(NC(=O)c2csnn2)c(C)c1	0.2	1.8	-0.1
Cc1[nH]c2ccccc2c1NC(=O)CN1CCN(c2cccc(C(F)(F)F)c2)CC1	-4.2	11.8	-1.0
CCOC(=O)C(NC(=O)c1ccc(Cl)cc1Cl)(Nc1ccc(C)cc1)C(F)(F)F (centres undefined)	-7.8	5.8	-1.3
O=C(c1ccccc1)N1CCC(O)(c2cccnc2)CC1	2.3	-5.7	0.4
N#C/C(=C\c1ccc(N2CCCC2)c([N+](=O)[O-])c1)c1nc2ccccc2[nH]1	1.5	-2.8	-3.6
O=C(COc1ncnc2ccccc12)NCCCN1CCCC1=O	11.1	0.6	0.2
Cc1nn(Cc2ccccc2Cl)c(C)c1NC(=O)C1C2CCC(O2)C1C(=O)O (centres undefined)	-3.5	30.5	-1.0
NNC(=O)C=C1CCN(c2ncc(C(F)(F)F)cc2Cl)CC1	8.0	-18.2	-0.6
CC1(C)C(=O)Nc2ccccc2N1C(=O)COc1ncnc2c(Cl)cc(Cl)cc12	-4.2	-5.2	-0.5

Fetched by structure from the list above:
Structure	PGC1a acetyl inh	Statin myotox sup	Cneo AK release
Cc1nn(Cc2ccccc2Cl)c(C)c1NC(=O)C1C2CCC(O2)C1C(=O)O (centres undefined)	-3.5	30.5	-1.0
Cc1[nH]c2ccccc2c1NC(=O)CN1CCN(c2cccc(C(F)(F)F)c2)CC1	-4.2	11.8	-1.0

New compounds follow.
Structure	PGC1a acetyl inh	Statin myotox sup	Cneo AK release
COc1cccc(C2/C(=C(/O)c3ccc(F)cc3)C(=O)C(=O)N2CCN(C)C)c1 (centres undefined)	-16.4	9.8	-1.5
COc1ccc(S(=O)(=O)Nc2ccc3oc(C)c(C(C)=O)c3c2)cc1	19.5	-28.5	4.5
COc1ccc(-c2nnnn2-c2ccccc2OC)cc1	-13.6	-15.9	0.8
CCOC(=O)c1c(C)[nH]c(N=Nc2cccc(C)c2)c1C	2.1	10.0	-24.2
COc1nc(NC2CCCCC2)nc(N2CCCCCC2)n1	4.6	-5.4	2.2
O=C(Cc1ccccc1)NC(NCCc1ccccc1)C(Cl)(Cl)Cl (centres undefined)	-23.2	-3.7	-2.3
O=C(CSc1nc(O)c(Cc2ccccc2F)c(=O)[nH]1)N1CCCCCC1	6.0	-8.1	-2.8
CCOc1ccc(C(=O)Nc2cc(-c3nc4ccccc4[nH]3)ccc2C)cc1[N+](=O)[O-]	5.7	-5.5	1.2
COc1ccccc1N1C(=O)C2C3C=CC(C3)C2C1=O (centres undefined)	4.3	-2.1	-4.8
CCC(=O)NCCc1c[nH]c2ccccc12	-0.4	3.4	8.5
O=C(Cc1ccccc1)Nn1cnc2ccccc21	5.3	6.4	3.2
CN(c1ccc(C(=O)N2CCN(Cc3ccc4c(c3)OCO4)CC2)cc1)S(=O)(=O)c1ccccc1	5.2	5.8	-3.0
Cc1cc(C)cc(N2C(=O)CSC2c2cccs2)c1 (centres undefined)	-7.1	11.6	-0.5
Cc1ccc(/C=c2\sc3nc(-c4cccnc4)nn3c2=O)cc1	8.3	-3.4	0.5
CCc1ccccc1NC(=O)CSc1nnc(Cn2cnc3ccccc32)o1	4.5	21.4	1.0
Cc1ccccc1Cn1nc(C)c(NC(=O)c2cc3n(n2)C(C(F)F)CC(C(F)F)N3)c1C (centres undefined)	-22.3	0.5	1.5
O=C(C1CCN(S(=O)(=O)c2ccc(Br)s2)CC1)N1CCc2ccccc21	-10.0	-2.1	-5.1
Cc1c(C)n(C)c2ccc([N+](=O)[O-])cc12	-48.7	6.8	-3.0
C=CCn1c(SCC(=O)Nc2cc(NC(C)=O)ccc2OC)nnc1-c1ccccn1	8.7	-1.4	6.1
Cc1ccc(NC(=O)CN(c2ccccc2)S(=O)(=O)N(C)C)cc1C	-7.9	15.4	0.6
COn1cnnc1-c1ccccc1	-8.2	19.6	0.3
Cc1nc(C)c(C(=O)N(c2ccc(C)c(C)c2)C(C(=O)NCc2ccco2)c2ccccc2)s1 (centres undefined)	0.2	-31.6	-2.1
CCCCNC(=O)C(CC)Sc1nc2sc(C(=O)OC)c(C)c2c(=O)n1N (centres undefined)	-8.0	-2.9	-1.1
CCOC(=O)CCc1c(C)c(C#N)c2nc3ccccc3n2c1-n1ccnc1	-2.3	-9.1	2.1
CCOc1ccccc1NC(=O)CCN1CCN(S(=O)(=O)c2ccc(OC)cc2)CC1	-10.8	-13.7	0.3
Cc1ccc(C(=O)NC(=S)Nc2cc(C(F)(F)F)ccc2Cl)cc1	2.8	-11.7	2.3
Cc1cccc(-n2c(C)cc(/C=N/NC(=O)c3cccc([N+](=O)[O-])c3C)c2C)c1	-4.3	0.4	1.3
CCCCN1C(=O)NC(NC(=O)c2ccco2)(C(F)(F)F)C1=O (centres undefined)	6.0	2.0	3.0
O=C(CCC(=O)N1CCN(S(=O)(=O)c2ccccc2)CC1)c1cccs1	3.9	8.2	-1.7
CCCN1CCc2c(sc3nc(SCC)n(-c4ccccc4)c(=O)c23)C1	2.8	-31.4	-2.1
